KKLEB cytotox: cytotoxicity in KKLEB CF airway cells, primary screen, cytotoxicity control for CF NF-kB inhibitor project, cell-based, uHTS, fluorescence assay plates; KKLEB CF airway cells viability, ATPlite luminescence, overnight; stronger effect = lower value; cells stimulated with P. aeruginosa culture filtrate; activity change (cytotoxicity), % at 5 µM; 360,000 tested, 0.36% active; AID 602141, 2011;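 active = corrected activity change at or below -50% at 5 µM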
C8 TRAIL sens: viability loss with TRAIL in NB7+C8 cells, primary screen, TRAIL sensitizer project, cell-based, ATPlite luminescence; inhibition (viability loss, TRAIL sensitization), % at 10 µM; AID 624354, 2012; 360,000 tested, 1% active;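 active = compounds causing at least 50% loss of cell viability in the single-dose screen, relative to plate controls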
MITF TRPM1 inh: inhibitors of MITF-dependent TRPM1 promoter reporter, primary screen, cell-based, SK-MEL-5, single point, luciferase; SK-MEL-5 TRPM1 promoter luciferase, 24 h; inhibition, % at 12.5 µM; 330,000 tested, 0.83% active; AID 488899, 2010;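 active = mean inhibition across replicates of 60% or more, whatever share of single replicates reaches that level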; also: values of inactives mirror those of a sister screen read the other way
HIF-2a block: HIF-2a reporter inhibitors, primary screen, luminescence, 786-0 RCC cells. inhibition, % at 18.8 µM. 360,000 tested, 0.72% active. 786-0 RCC cells HIF-2a reporter, luciferase luminescence, overnight;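 active = inhibition of the luminescence signal of 40% or more relative to plate controls, in a single-dose primary screen at 18.75 µM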
Peg3 prom inh: Peg3 promoter-driven luciferase inhibitors, primary screen, cell-based, HeLa, luciferase luminescence; HeLa PEG-Prom luciferase reporter, overnight; inhibition, % at 20 µM; 360,000 tested, 1.7% active;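 active = inhibition of at least 50% at 20 µM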
TWEAK Fn14 block: inhibitors of TWEAK-Fn14 signaling, primary screen, luciferase reporter cells, uHTS; inhibition, % at 10 µM; TWEAK-stimulated Fn14 reporter cells, luciferase luminescence, 8 h; 360,000 tested, 2% active; in the data active = inhibition above about 50%
NR2E3 ag-1: NR2E3 agonists in two-hybrid cells, primary screen, cell-based, luminescence, CHO-S, Gal4-NCOR/VP16-NR2E3; Photoreceptor-specific nuclear receptor (Homo sapiens), Q9Y5X4; luciferase; inhibition of corepressor binding, % at 3.98 µM; 360,000 tested, 0.35% active; AID 602229, 2012;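 active = inhibition above the mean of all tested compounds plus 3 SD, cut at about 70% in these data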;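 also: 0% = DMSO with NR2E3 transfected cells and 100% = cells lacking NR2E3 construct; higher means lower luciferase signal from less NR2E3 corepressor binding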
Target sequence (Q9Y5X4 whole entry, looked up, the tested form may be a part): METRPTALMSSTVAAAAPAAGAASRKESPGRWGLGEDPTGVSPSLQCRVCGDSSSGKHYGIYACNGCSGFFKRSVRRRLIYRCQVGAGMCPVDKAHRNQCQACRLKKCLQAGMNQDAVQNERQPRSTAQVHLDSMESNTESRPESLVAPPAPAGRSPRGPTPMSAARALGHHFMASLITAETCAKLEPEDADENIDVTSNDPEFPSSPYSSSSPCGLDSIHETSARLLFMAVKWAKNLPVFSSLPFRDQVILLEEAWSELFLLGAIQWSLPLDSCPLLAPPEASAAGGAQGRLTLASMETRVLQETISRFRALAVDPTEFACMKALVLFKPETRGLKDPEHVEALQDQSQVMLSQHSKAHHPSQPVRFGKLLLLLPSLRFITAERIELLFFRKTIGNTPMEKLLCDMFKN
CF NFkB inh: inhibitors of PAF-induced NF-kB signaling, primary screen, cell-based, GFP fluorescence, uHTS. inhibition, % at 5 µM. 360,000 tested, 0.86% active. AID 588850, 2011. KKLEB NF-kB-GFP reporter, GFP fluorescence overnight;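 active = at least 50% inhibition at 5 µM, scaled per plate between neutral and stimulator controls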;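 also: PAF is a Pseudomonas aeruginosa culture filtrate used as stimulus; plate controls were PAF-stimulated DMSO wells for no effect and unstimulated DMSO wells for full effect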
NR2E3 ag-2: inhibitors of NR2E3-RetCOR corepressor binding, primary screen, NR2E3 agonist project, biochemical, TR-FRET, GST-NR2E3, biotin-RetCOR; 1536-well; AID 2300, 2010; 320,000 tested, 0.12% active; inhibition of corepressor binding, % at 4.78 µM;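 active = percent inhibition above the cutoff of mean plus 3 SD of all tested compounds, set per screening campaign, cut at about 20% in these data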;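 also: 0% = DMSO wells and 100% = biotin wells as full block of FRET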
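Material: NR2E3–RetCOR corepressor complex | Quantity: 1.35 nM GST-tagged NR2E3 final | Schedule: 5 h at 4 °C | Replication: Singlicate compound wells | Reagent: RetCOR corepressor, biotinylated, 7 nM | Controls: Biotin wells as high control, 0.6% DMSO wells as low control | Signal: TR-FRET, Eu(K)-anti-GST donor, streptavidin-D2 acceptor, ex 340, em 617/671 nm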
TROY NFkB inh: inhibitors of TROY-driven NF-kB signaling, primary screen, Q293 LMP1-TROYcd cells, NF-kB luciferase, uHTS. 360,000 tested, 0.98% active. Q293 LMP1-TROYcd NF-kB luciferase reporter, 4 h. inhibition, % at 10 µM;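 active = compounds whose plate-normalised and pattern-corrected inhibition of the luciferase reporter signal at the single screening dose is 50% or more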
Shn3 3UTR inh: reduction of Shn3 3'UTR firefly luciferase signal, primary screen, Schnurri-3 inhibitor project, cell-based, Clone20 osteoblasts, set 2; inhibition, % at 12.5 µM; Clone20 osteoblast Shn3 3'UTR firefly luciferase, 24 h; 360,000 tested, 0.52% active;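 active = mean inhibition of at least 75% with every replicate also reaching 75%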;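 also: 0% = median of neutral control wells and 100% = pilot-screen positive control compound; some compounds past the cut are filed as inactive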
* = called active by the depositor; x = not tested or not shown.

The opening two records, ahead of the listing:
compound | KKLEB cytotox | C8 TRAIL sens | MITF TRPM1 inh | HIF-2a block | Peg3 prom inh | TWEAK Fn14 block | NR2E3 ag-1 | CF NFkB inh | NR2E3 ag-2 | TROY NFkB inh | Shn3 3UTR inh
O=C(Nc1c(-c2ccc(Cl)cc2)[nH][nH]c1=O)c1ccc(Br)cc1 | -10 | -11 | x | 14 | 14 | -21 | 6 | 1 | x | 6 | 0
Cc1ccnc(Sc2ccc([N+](=O)[O-])cc2[N+](=O)[O-])n1 | -28 | 26 | 27 | 17 | 7 | 40 | -16 | 36 | 1 | 23 | 71

The listing, from the first entry:
compound | KKLEB cytotox | C8 TRAIL sens | MITF TRPM1 inh | HIF-2a block | Peg3 prom inh | TWEAK Fn14 block | NR2E3 ag-1 | CF NFkB inh | NR2E3 ag-2 | TROY NFkB inh | Shn3 3UTR inh
O=C(Nc1c(-c2ccc(Cl)cc2)[nH][nH]c1=O)c1ccc(Br)cc1 | -10 | -11 | x | 14 | 14 | -21 | 6 | 1 | x | 6 | 0
Cc1ccnc(Sc2ccc([N+](=O)[O-])cc2[N+](=O)[O-])n1 | -28 | 26 | 27 | 17 | 7 | 40 | -16 | 36 | 1 | 23 | 71
COc1ccc(OCC(=O)Nc2ccc3c(c2)nc(CCN2CCC(C)CC2)n3C)cc1 | 20 | -3 | 3 | 0 | -3 | 26 | -48 | 0 | -1 | -14 | -23
Cc1c(C(=O)c2ccc(F)cc2)c2ccccn2c1CCc1ccccn1 | 4 | 0 | 13 | -29 | 10 | -2 | -31 | -9 | 1 | 15 | -1
O=S(=O)(O)CCN1CCOCC1 | -2 | 5 | 3 | 17 | 3 | -2 | -20 | 5 | -2 | 5 | -3
O=C1NC[C@H](CCCCN2CCN(CCc3ccccc3)C(=O)C2=O)N(CCc2ccc(O)cc2)C1=O | x | -12 | x | -1 | x | -12 | -11 | x | x | -4 | x
COc1ccc(CN(C)C(=O)CSc2nnc(C3CC3)n2C2CC2)cc1 | -4 | 1 | -1 | 7 | -6 | -3 | -31 | -18 | x | 4 | 0
COc1cccc(NC(=O)[C@@H]2CCC(=O)N2C2OC(=O)c3ccccc32)c1 (stereo not given in full) | -15 | -10 | -3 | 6 | -3 | 4 | -27 | 28 | 6 | -5 | 13
CCOC(=O)C1=C(c2ccccc2)NC(SCC(=O)NC2CCCCC2)=C(C#N)C1c1ccco1 (stereo not given) | 3 | -14 | -5 | 24 | 34 | -5 | 14 | -17 | 1 | -17 | -3
COc1ccc(CNC(=O)CN(C)S(=O)(=O)c2ccccc2)cc1 | 4 | 3 | 0 | 16 | 11 | -11 | 8 | -4 | 3 | -2 | -7
Cc1ccc(S(=O)(=O)N2C[C@H]3N(C(=O)OC(C)C)N(C(=O)OC(C)C)C[C@H](OC(=O)NCc4ccco4)[C@@]3(O)C2)cc1 | -8 | -25 | x | 1 | 11 | 4 | 1 | 10 | x | -8 | -81
CNC(=S)Nc1ccc([N+](=O)[O-])cc1C | -1 | -6 | -4 | 14 | 4 | -13 | -4 | 13 | -1 | 4 | 11
Cc1nn(C2CCS(=O)(=O)C2)c2nc(C3CC3)cc(C(=O)Nc3ccc(C(N)=O)cc3)c12 (stereo not given) | 14 | -5 | 4 | -1 | 12 | -5 | -10 | -32 | x | 9 | -6
CN1CCN(NC(=O)COc2cccc(C(F)(F)F)c2)CC1 | -8 | -7 | 18 | 14 | -69 | 9 | 13 | 13 | -1 | -11 | -34
O=C(O)COc1cccc(NC(=O)C2CCCO2)c1 (stereo not given) | 1 | 14 | 5 | 12 | 15 | -11 | -25 | -7 | 2 | -1 | -5
CNC(=O)c1c(C)[nH]c(=S)c(C#N)c1-c1ccco1 | -23 | 1 | 3 | 12 | 4 | 9 | 10 | 23 | 2 | 2 | 14
Cc1ccccc1C(=O)N1CCC(C(=O)NC2CCCC2)CC1 | 7 | -14 | 32 | 12 | 1 | 31 | -28 | 4 | -2 | -2 | 7
O=C(c1ccccc1)c1c[nH]c(C(=O)NCc2cccnc2)c1 | 3 | -12 | -1 | 11 | -4 | -9 | -10 | 16 | 5 | 21 | -30
COc1ccc(C)cc1S(=O)(=O)N1CCN(c2cccc(C(F)(F)F)c2)CC1 | 1 | 17 | -5 | 19 | 14 | 9 | -9 | 16 | -4 | 5 | 7
CCCN(CC(=O)Nc1ccccc1C)C(=O)c1ccc(N2CCCCC2)c([N+](=O)[O-])c1 | 11 | -9 | 7 | -1 | -4 | -22 | 6 | 4 | -2 | -5 | 17
CC(C)CCn1c(N)c(S(=O)(=O)c2cccs2)c2nc3ccccc3nc21 | 16 | -3 | -11 | 4 | 28 | 90* | -17 | -19 | 9 | 86* | 16
S=C1NCN(Cc2cccnc2)CN1 | -7 | -23 | x | 3 | 22 | -1 | 0 | 1 | 1 | -7 | x
COc1ccc(CNC(=O)Nc2nnc([C@@H]3C[C@H](O)[C@@H](CO)O3)s2)cc1 | -1 | -7 | x | 7 | 5 | 63* | -23 | 0 | x | 6 | -8
CCCCCC(=O)N1C[C@H](n2cc(-c3ccc(F)cc3)nn2)[C@@H](O)C[C@@H]1c1ccc(OC)cc1 | -3 | -3 | x | 6 | 1 | -8 | -30 | -9 | x | -9 | -4
CCCCN(Cc1ccccc1)C(=O)c1cnc2n(c1=O)CCS2 | -2 | 0 | -3 | 13 | 12 | 0 | -16 | 1 | 3 | 4 | -12
CCOC(=O)CNC(=O)c1c2c(nc3ccccc13)CCCC2 | 3 | 9 | 1 | 1 | 2 | 7 | -5 | -4 | 3 | -14 | -9
O=C(CCCC(=O)N1CCc2ccccc21)N1CCc2ccccc21 | -14 | -2 | 14 | 9 | 6 | -8 | -5 | 4 | x | -11 | -1
CCOC(=O)c1cc(-c2ccc(C)cc2)n(CCC(=O)N2CCN(c3ccccn3)CC2)c1C | 17 | 6 | 3 | 16 | 35 | 13 | -16 | 0 | 0 | 13 | 7
C=C(C)C(=O)OCC(O)COc1ccc(C(C)(C)c2ccc(OCC(O)COC(=O)C(=C)C)cc2)cc1 (stereo not given) | -23 | 32 | 6 | 5 | 39 | 33 | -11 | 21 | 4 | 19 | 52
O=C(N/N=C/c1ccnc2ccccc12)c1ccccc1O | 5 | 14 | -30 | -98 | -99 | -10 | -50 | -1 | x | -69 | -22
Cc1ccc(C(=O)Nc2ccc(C(=O)O)cc2)cc1S(=O)(=O)NCc1ccccc1 | 0 | -10 | -15 | 14 | 4 | -1 | -2 | 12 | 4 | -7 | 8
O=C(c1cc(-c2ccncc2)nc2ccccc12)N1CCCC(C(F)(F)F)C1 (stereo not given) | -2 | -3 | x | 10 | 2 | -13 | -24 | 2 | x | 5 | 8
COc1ccc(S(=O)(=O)NC(C)C(=O)Nc2cccc([N+](=O)[O-])c2)cc1 (stereo not given) | 8 | -1 | 34 | 4 | 10 | -6 | -4 | 0 | 1 | 9 | 12
COc1ccc(-c2nc(-c3ccccc3)[nH]c(=O)c2C#N)cc1 | 4 | 9 | 4 | 9 | 14 | 5 | 14 | -7 | -1 | 11 | 6
COc1cc2c(cc1OC)C(c1cccs1)NCC2 (stereo not given) | 16 | 6 | -3 | 30 | 13 | 2 | -1 | -12 | -1 | 8 | 5
O=C(NNC(=O)c1ccccc1-n1cccc1)c1cccc(Cl)c1 | 1 | 1 | 19 | 0 | 9 | 16 | 0 | -4 | 2 | 8 | 7
Cc1cc(C)n(C(=O)c2ccc(S(=O)(=O)N3CCOCC3)cc2)n1 | -11 | -15 | -2 | -6 | 2 | -5 | -20 | 6 | -6 | -7 | 5
CCc1ccc(OCC(=O)N2CCN(c3ccccn3)CC2)c(Br)c1 | -7 | -3 | 3 | -36 | 7 | -22 | -78 | 4 | 3 | -31 | -4
Cc1cc(C)nc(NS(=O)(=O)c2ccc(N3C(=O)C4C5C=CC(C5)C4C3=O)cc2)n1 (stereo not given) | 10 | -11 | 4 | 16 | 3 | -3 | -47 | 8 | 3 | 9 | 12
Cc1onc(-c2ccccc2)c1C(=O)N/N=C/c1cc(Br)c(Br)o1 | 8 | 19 | 10 | 15 | 21 | 14 | 5 | -18 | 3 | 33 | 2
CC(C)COc1nc2ccccc2nc1C(C#N)C(=O)NC1CCCCC1 (stereo not given) | -12 | 8 | 1 | 10 | 1 | 5 | -18 | 37 | -1 | 15 | 4
CC(C)(C)c1csc(NNC(=O)c2ccc(Br)cc2)n1 | -19 | 9 | 5 | -176 | -123 | -43 | -62 | 5 | -2 | -24 | 18
COc1ccc(Cl)cc1NC(=O)C/C(C)=N/NC(=O)Cc1ccccc1 | 8 | -1 | 5 | 15 | 8 | 17 | -36 | 6 | 1 | 1 | 3
C=CCn1c(SCCOc2ccc(OC)cc2)nnc1C(NC(=O)c1ccc(OC)cc1)C(C)C (stereo not given) | -12 | 8 | 6 | 26 | 22 | 20 | -7 | 8 | -6 | -2 | 27
COc1ccccc1CC(=O)NN1C(=O)c2ccccc2C1=O | 8 | -2 | 16 | 12 | 14 | 4 | 8 | 0 | -1 | 0 | 0
CCCCC(=O)Nc1cccc(-c2nn3c(C)nnc3s2)c1 | 8 | -11 | -2 | 11 | 5 | -6 | -1 | -6 | 5 | -14 | 1
CCN(Cc1ccccc1)C(=O)COC(=O)CNS(=O)(=O)c1ccc(C)cc1 | 0 | -7 | -4 | 11 | 17 | -22 | -11 | 5 | -1 | 9 | 9
Cc1cccc(OCCSc2nc3ccccc3n2CCC(=O)O)c1 | -1 | 12 | 6 | 8 | 5 | -14 | 10 | 5 | 5 | -1 | 6
CC1CCCCC1NC(=O)CCS(=O)(=O)c1ccc2c(c1)NC(=O)CO2 (stereo not given) | 0 | -18 | -4 | 7 | 2 | 5 | -12 | -1 | 2 | 1 | 57
O=C(CN(C(=O)c1ccc(Cl)cc1)C1CCCCC1)Nc1ccc(Cl)c([N+](=O)[O-])c1 | -7 | -1 | 0 | -3 | 24 | 51* | 7 | 30 | 1 | 35 | 83
COc1cc(C(=O)N(Cc2cc3ccccc3[nH]c2=O)CC2CCCO2)cc(OC)c1OC (stereo not given) | -2 | -8 | 14 | 20 | 3 | -2 | 7 | 5 | 2 | -4 | 15

This is a subset (hit frequency here may not be typical).
